LMPTP inh: blocks human LMPTP phosphatase; inhibition, % at 20 µM; AID 651560; 360,000 tested, 0.22% active; recombinant LMPTP-A, OMFP fluorogenic substrate, fluorescence intensity;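 active = compounds that cut the enzyme signal by at least half of the control window in the single-dose screen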;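 note: plate controls were DMSO wells with enzyme plus substrate for no effect and substrate without enzyme for full effect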
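test system = LMPTP-A | amount = 0.625 nM LMPTP-A final | reagent = fluorogenic phosphatase substrate OMFP at 400 µM final | incubation = 50 min at room temperature | benchmarks = no-enzyme low control, uninhibited high control | medium = Bis-Tris pH 6.0, DTT, detergent | signal = fluorescence intensity of OMFP turnover product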
STEP inh: STEP (human) phosphatase inhibition; P54829; recombinant STEP, OMFP fluorogenic substrate, fluorescence; inhibition, % at 20 µM; 360,000 tested, 0.25% active;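 active = inhibition at 20 µM, scaled per plate between control wells, above about 37%, limit read from the data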;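 note: 0% = DMSO with enzyme and substrate and 100% = substrate only without enzyme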
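System: isolated STEP enzyme; schedule: 20 min enzyme reaction at room temperature, protected from light; medium: Bis-Tris buffer pH 6.0, 2.5 mM DTT, 0.005% Tween 20; signal: fluorescence, 480/540 nm; dosing: single compound dose of 20 µM, 1% DMSO final; also added: OMFP substrate, 25 µM final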
Scp1 inh: Scp-1 (human) phosphatase inhibition; Q9GZU7; Recombinant Scp1, phosphopeptide, malachite green phosphate absorbance; inhibition, % at 20 µM; 340,000 tested, 0.88% active; AID 493091;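 active = inhibition above about 50% at 20 µM, limit read from the data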;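 note: plate controls were DMSO wells with enzyme for no effect and wells lacking enzyme for full effect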
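Test system: SCP-1 catalytic domain; Buffer or medium: Acidic Tris acetate buffer with magnesium and detergent; Also added: Phosphorylated 17-residue peptide substrate; Compound: single 20 µM dose, 1% DMSO; Schedule: enzyme reaction 45 min at room temperature, colour 5 min, stabilisation 30 min; Signal: Phosphate-binding colour reagent, absorbance read at 630 nm.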
MsrA act: activates bovine MsrA enzyme; purified bovine MsrA, absorbance read-out; activation, % at 10.6 µM; 360,000 tested, 0.3% active; in the data active = activation above about 7.5%;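 note: 0% = vehicle and 100% = reference activator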
Tb MetRS inh: Trypanosoma brucei MetRS inhibition. purified T. brucei MetRS, ATP depletion, Kinase-Glo luminescence. inhibition, % at 11.9 µM. 360,000 tested, 0.4% active. AID 624268;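 active = inhibition above a per-plate cutoff of the control wells' mean inhibition plus 3 SD, cut at about 5.5% in these data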;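 note: 0% = DMSO wells median and 100% = median of wells with control inhibitor compound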
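Dosing: 11.9 µM compound single dose, 0.9% DMSO; Assay system: purified T. brucei MetRS enzyme; Measured by: Kinase-Glo luciferase luminescence reporting remaining unconsumed ATP; Schedule: 15 min plus 2 h at 25 °C.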
SUMO1 PPI mod: SUMO1-SIM interaction modulation; inhibition, % at 20 µM; SUMO1 binding to a labelled peptide, TR-FRET, 1 h; 360,000 tested, 0.33% active; in the data active = inhibition above about 37%
CendR NRP1 mod: alters CendR peptide binding to human NRP-1; 360,000 tested, 0.85% active; FAM-RPARPAR peptide binding to NRP-1, fluorescence polarization; O14786; AID 602438; inhibition, % at 25 µM;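 active = inhibition or corrected inhibition above about 18%, plus a signal ratio from 0.5 to 1.5, limit read from the data, passing the limit was not always enough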; note: strong numbers were not always called active
DNMT1 inh: blocks human DNA methyltransferase DNMT1. P26358. DNMT1 molecular beacon, Hinp1I cleavage, fluorescence. inhibition (reported as % activation of signal), % at 10 µM. 360,000 tested, 0.83% active. AID 588458; in the data active = inhibition above about 50%
Target sequence (P26358 504-1616 limits assumed): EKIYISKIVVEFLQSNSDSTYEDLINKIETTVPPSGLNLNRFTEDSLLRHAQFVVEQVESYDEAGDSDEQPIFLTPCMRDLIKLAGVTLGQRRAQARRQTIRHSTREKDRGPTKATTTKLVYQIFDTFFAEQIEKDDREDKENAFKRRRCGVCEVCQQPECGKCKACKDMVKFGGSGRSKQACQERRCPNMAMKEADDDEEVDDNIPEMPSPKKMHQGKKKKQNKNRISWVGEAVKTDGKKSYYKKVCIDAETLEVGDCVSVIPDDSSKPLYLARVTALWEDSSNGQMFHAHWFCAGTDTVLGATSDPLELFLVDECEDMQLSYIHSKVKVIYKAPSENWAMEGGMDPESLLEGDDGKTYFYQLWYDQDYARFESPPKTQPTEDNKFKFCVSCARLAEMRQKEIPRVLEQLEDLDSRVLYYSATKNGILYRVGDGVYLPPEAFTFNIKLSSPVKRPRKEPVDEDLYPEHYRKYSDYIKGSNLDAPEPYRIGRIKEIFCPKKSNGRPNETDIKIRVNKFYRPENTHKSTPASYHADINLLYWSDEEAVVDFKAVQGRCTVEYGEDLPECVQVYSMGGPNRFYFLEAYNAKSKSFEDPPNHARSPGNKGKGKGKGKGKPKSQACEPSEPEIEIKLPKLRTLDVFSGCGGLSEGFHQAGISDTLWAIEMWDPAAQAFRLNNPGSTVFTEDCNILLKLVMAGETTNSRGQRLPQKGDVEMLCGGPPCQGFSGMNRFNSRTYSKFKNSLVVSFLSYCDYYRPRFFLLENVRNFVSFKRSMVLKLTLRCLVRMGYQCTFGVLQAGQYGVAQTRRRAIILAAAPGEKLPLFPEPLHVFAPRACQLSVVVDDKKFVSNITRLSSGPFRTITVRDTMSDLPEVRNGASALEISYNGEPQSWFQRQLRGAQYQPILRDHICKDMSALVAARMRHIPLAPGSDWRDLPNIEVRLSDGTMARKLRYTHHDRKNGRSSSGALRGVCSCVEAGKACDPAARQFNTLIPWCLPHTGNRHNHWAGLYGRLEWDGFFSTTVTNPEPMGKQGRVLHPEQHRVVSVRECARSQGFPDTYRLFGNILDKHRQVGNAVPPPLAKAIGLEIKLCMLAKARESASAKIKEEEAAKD
MsrA inhibitor: bovine MsrA inhibition. 360,000 tested, 0.75% active. AID 651718. purified bovine MsrA, absorbance read-out. inhibition, % at 15.5 µM; in the data active = inhibition above about 4.5%;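 note: 0% = vehicle wells with enzyme and 100% = reference inhibitor wells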
eLon inh: inhibits E. coli Lon protease. P0A9M0. purified E. coli Lon protease, fluorescence polarization. inhibition, % at 7.94 µM. 360,000 tested, 0.42% active. AID 602123; in the data active = inhibition above about 13%, passing the limit was not always enough;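 note: 0% = enzyme with probe and DMSO and 100% = no enzyme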
* marks the source's active call; other numbers are inactive results; x = not tested or not shown. This is a random part of the collection; 4.3% or so of the library scored in one or more.

Values run as follows: LMPTP inh	STEP inh	Scp1 inh	MsrA act	Tb MetRS inh	SUMO1 PPI mod	CendR NRP1 mod	DNMT1 inh	MsrA inhibitor	eLon inh
1. CC(=O)Nc1ccc(NC(=O)CSc2nc3nc(C)cc(C)c3c(=O)[nH]2)cc1
  -2.6	0.5	-1.7	-1.9	-0.5	6.5	-4.7	-0.3	0.4	11.2
2. O=C(O)c1cc2nc(-c3ccccc3)cc(-c3ccccc3)n2n1
  -0.8	4.3	-4.9	-9.5	-0.7	3.9	10.4	1.6	-0.6	0.3
3. CC(=O)Nc1cccc(C(=O)N2CCN(S(=O)(=O)c3ccc(C4CCCCC4)cc3)CC2)c1
  1.5	0.5	-9.8	-3.1	-0.6	-1.0	-1.2	-6.2	-0.7	-6.7
4. COc1ccc(CCNC(=O)Cn2nc([N+](=O)[O-])c(Br)c2C)cc1OC
  -0.6	-0.7	5.5	-9.1	-0.9	-6.9	7.3	9.5	1.2	8.6
5. CCN(CC)CCSc1nnc(Nc2ccccc2)n1-c1ccccc1
  -0.4	1.2	-4.5	-3.0	0.0	6.7	7.6	-2.4	0.9	1.3
6. CC1(C(=O)NS(=O)(=O)c2ccc(Cl)cc2)CCN1C(=O)Cc1cc(F)ccc1F (stereo not drawn)
  -1.6	-3.7	x	-0.8	-0.2	2.3	-0.5	0.6	-1.0	-11.9
7. O=C(Nc1ncccn1)c1ccc(C(F)(F)F)cc1
  -1.9	7.4	-7.9	-4.9	-0.4	-2.4	13.7	-1.4	-1.3	-2.0
8. O=C(O)CCOc1ccc2c(c1)OCCO2
  0.2	-0.8	0.8	-0.5	-0.2	2.9	-5.2	5.0	0.4	-8.9
9. CC(C)Sc1nc2ccsc2c(=O)[nH]1
  -1.0	4.8	4.6	-0.9	0.5	3.3	1.6	0.6	0.2	3.1
10. CCSc1ccccc1C(=O)N1CCC2(CC1)CC(=O)c1ccccc1O2
  0.5	-2.5	-0.6	-1.3	-0.1	4.7	-9.7	0.7	0.7	-4.3
11. Cn1c(Sc2nc3ccccc3n2C)nc2ccccc21
  -1.6	0.8	-8.0	-0.6	-0.5	-2.0	3.2	-1.4	-0.1	1.2
12. O=C(Nc1ccccc1F)C1C2C=CC3(O2)C1C(=O)N(c1cccnc1)C3C(=O)NC1CCCCC1 (stereo not drawn)
  -1.3	0.9	-5.0	1.8	-0.1	-0.6	8.4	2.4	-0.8	-2.3
13. COc1ccc(NC(=O)CSc2nc(-c3ccc(C)cc3)cc(C(F)(F)F)c2C#N)cc1
  -0.5	3.0	-0.2	1.2	-0.8	-5.2	1.4	28.3	2.1	-5.1
14. COc1cc(NC(=O)C2CCCN(S(=O)(=O)c3cnc[nH]3)C2)cc(OC)c1 (stereo not drawn)
  0.1	1.9	-12.2	-1.1	0.5	4.5	-7.8	-0.2	-0.9	0.9
15. Cc1ccc(/C=N/Nc2nncn2N)cc1
  -0.7	0.4	-4.5	8.5*	0.7	-3.8	3.9	1.0	0.3	-2.3
16. CC(C)NC(=O)C1C(c2ccc(C(F)(F)F)cc2)=Nc2ccccc2N1C(=O)c1cccc(C(F)(F)F)c1 (stereo not drawn)
  -8.4	x	x	x	0.5	0.9	14.2	x	0.5	x
17. Cc1ccc(S(=O)(=O)c2cc3ccccc3oc2=O)cc1
  -1.0	-0.6	-8.9	-1.3	0.1	19.8	2.3	0.6	-0.8	2.0
18. COc1ccc(/C=N/Nc2ccccn2)cc1O
  4.4	1.5	-4.0	-5.1	-0.8	-25.8	-8.6	3.1	6.1*	-8.2
19. O=C(O)C1CCCCC1C(=O)Nc1ccc2c(c1)CCC2 (stereo not drawn)
  -1.2	0.3	-5.6	-3.3	-1.4	-3.0	13.3	2.9	0.8	-10.5
20. CCc1ccc(NC(=O)CC2C(=O)NCCN2C(=O)c2ccccc2OC)cc1 (stereo not drawn)
  0.0	1.6	-5.5	-1.2	-0.2	1.4	9.9	-0.3	-0.3	0.0
21. CCCCCCCCCCCCCCCC[N+](C)(C)CCN(Cc1ccc(OC)cc1)c1ncccn1
  3.6	9.0	46.9	0.9	-1.3	13.4	7.6	-168.4	x	-1.6
22. CCOC(=O)Cc1csc(NC(=O)CSc2nc3sc(C(=O)O)c(C)c3c(=O)[nH]2)n1
  -1.8	4.3	-8.4	-3.5	-0.6	11.0	-17.0	4.0	-0.5	0.7
23. O=C(O)CCSc1nc(C(F)(F)F)cc(=O)n1-c1ccccc1
  -1.5	-1.6	-8.1	1.3	-0.4	4.5	3.8	5.6	1.7	-6.4
24. Cc1ccc(S(=O)(=O)N2CCCC(C(=O)N3CCN(c4ccccc4)CC3)C2)cc1 (stereo not drawn)
  -0.1	1.5	-3.1	0.2	-0.2	7.5	6.9	-0.4	-0.3	1.3
25. CCCCOC(=O)C1C2CCC(O2)C1C(=O)OCC (stereo not drawn)
  -1.8	-0.9	0.0	-2.5	0.1	3.4	15.1	2.6	-1.4	-15.2
26. Cc1ccc(S(=O)(=O)Nc2nc3ccccc3s2)cc1[N+](=O)[O-]
  1.0	-2.1	1.8	-10.9	-0.7	-14.4	1.3	-0.6	1.2	-6.4
27. O=C(c1ccc(Cl)cc1)C(CN1CCCCC1)c1ccccc1 (stereo not drawn)
  -0.6	-2.3	-1.8	-2.4	-0.4	5.7	-3.4	8.3	1.2	-3.9
28. COc1cc2c(cc1NC(=O)Nc1ccccc1)oc1ccccc12
  2.9	-5.2	-15.4	-1.5	0.6	-4.4	14.3	-19.0	2.6	3.2
29. COc1cc(CN(C2CCCCC2C)S(=O)(=O)c2ccc(S(=O)(=O)NC3CC3)cc2)cc(OC)c1OC (stereo not drawn)
  2.3	-3.2	-9.7	-6.5	-0.1	1.8	2.6	-9.7	0.7	1.3
30. O=C(CN1C(=O)NC2(CCc3ccccc32)C1=O)Nc1ccc(Br)cc1F (stereo not drawn)
  0.0	-1.5	-0.7	-2.1	0.6	-2.7	-7.8	5.0	0.6	-10.8
31. CCC(CO)Oc1cc(NC(=O)Cc2ccccc2F)c2ncn(C(C)C)c2c1 (stereo not drawn)
  0.3	-0.3	-0.3	-2.1	0.5	3.6	0.2	2.3	0.6	-3.0
32. CCN1C(=O)c2ccc(C(=O)NCc3ccco3)cc2C1=O
  -1.1	-1.3	-16.8	-1.4	-0.2	-32.0	5.4	-0.6	0.6	-0.9
33. COc1ccc(OCCC(=O)NC2CCCCC2)cc1
  -0.7	-4.0	-8.7	-2.3	0.1	0.2	0.6	0.9	0.7	2.7
34. Cc1onc(-c2ccccc2)c1C(=O)OCC(=O)NC(C)c1ccc(Cl)cc1 (stereo not drawn)
  1.2	-0.9	-8.1	-3.6	0.1	11.7	0.2	19.1	0.5	-9.2
35. O=C(O)C1C2C=CC(O2)C1C(=O)Nc1ccccn1 (stereo not drawn)
  1.1	-1.5	-3.8	-0.5	-0.1	-0.5	-6.5	2.6	0.2	-6.3
36. CC(CNC(=O)CN1C(=O)NC2(CCCCC2)C1=O)c1ccccc1 (stereo not drawn)
  -0.8	2.2	-4.6	-1.9	-0.2	16.6	0.9	2.7	-0.8	-6.0
37. CCOc1ccc(S(=O)(=O)N2CCCC2)cc1
  -2.1	-4.1	-6.2	-6.0	-0.4	2.1	0.0	-0.4	-1.1	-9.7
38. Cc1[nH]nc(-c2ccc(O)c(C)c2O)c1-c1cnn(-c2ccccc2)c1
  1.6	-9.3	-1.8	-8.3	-0.2	3.7	-8.6	-19.8	-0.3	3.4
39. NC1=NC(=Nc2cccc(S(N)(=O)=O)c2)c2ccccc21
  -0.3	-4.5	-5.6	-2.2	-0.3	-12.3	-0.2	-0.5	-0.1	-5.1
40. Cc1ccc(C(=O)N2CC(C)SC2=Nc2cccc(S(=O)(=O)N(C)C)c2)cc1 (stereo not drawn)
  -0.3	1.7	-3.7	3.2	-0.1	-1.9	-7.0	-6.0	0.8	4.3
41. COc1ccc(NC(=O)CN(C)C(=O)C(C)Oc2ccc(Br)cc2)cc1 (stereo not drawn)
  0.2	3.5	-9.0	-0.4	1.7	-2.2	-1.8	-1.4	-0.5	-2.5
42. CCC(=O)c1ccc(OCC(=O)NCCCN2CCOCC2)cc1
  -10.7	-3.4	-9.0	-6.3	-0.2	-36.4	5.4	0.7	-0.5	9.1
43. CS(=O)(=O)Nc1ccc(C(=O)NCc2cccnc2)cc1
  -1.1	-0.3	-5.2	0.6	0.0	-0.2	-4.9	0.8	-0.3	-8.1
44. Cc1ccc(S(=O)(=O)N2CCOC2CNC(=O)C(=O)NCCc2c[nH]c3ccccc23)cc1 (stereo not drawn)
  0.3	-0.4	-10.5	-3.7	-0.1	0.1	8.4	-14.5	-0.3	-4.5
45. O=[N+]([O-])c1ccc(CN2CCN(c3ccc([N+](=O)[O-])cc3)CC2)cc1
  -0.6	1.2	0.4	-0.4	0.4	-26.1	-4.5	-3.6	0.2	0.7
46. COc1cccc(C2/C(=C(/O)c3ccccc3)C(=O)C(=O)N2CCCC(=O)O)c1 (stereo not drawn)
  -2.6	1.7	-4.9	-9.7	0.0	-0.1	29.4*	-0.2	2.5	5.1
47. COc1cc(Br)cc(CN2CCN(c3ncccn3)CC2)c1O
  -2.3	-1.5	-9.9	-3.5	-0.6	-0.1	-7.2	-0.2	-0.6	2.1
48. COc1ccc(CCNC(=O)CN2C(=O)COc3ccc(S(=O)(=O)N4CCCC4)cc32)c(OC)c1
  0.1	-4.7	-1.1	-10.6	-0.1	4.5	-12.8	-0.1	0.0	9.9
49. CC(O)c1nc2ccccc2n1Cc1ccc([N+](=O)[O-])cc1 (stereo not drawn)
  -1.3	3.1	-2.3	-4.5	0.1	-15.9	4.9	0.4	0.6	-3.9
50. Cc1ccc(Nc2c(-c3ccccn3)nc3ccc(C)cn23)cc1
  4.4	4.2	0.9	-0.7	0.3	-11.2	-1.6	-2.2	1.5	-3.6

Some of the entries so far, as labelled records.
36) CC(CNC(=O)CN1C(=O)NC2(CCCCC2)C1=O)c1ccccc1 (stereo not drawn)
  LMPTP inh: -0.8
  STEP inh: 2.2
  Scp1 inh: -4.6
  MsrA act: -1.9
  Tb MetRS inh: -0.2
  SUMO1 PPI mod: 16.6
  CendR NRP1 mod: 0.9
  DNMT1 inh: 2.7
  MsrA inhibitor: -0.8
  eLon inh: -6.0
37) CCOc1ccc(S(=O)(=O)N2CCCC2)cc1
  LMPTP inh: -2.1
  STEP inh: -4.1
  Scp1 inh: -6.2
  MsrA act: -6.0
  Tb MetRS inh: -0.4
  SUMO1 PPI mod: 2.1
  CendR NRP1 mod: 0.0
  DNMT1 inh: -0.4
  MsrA inhibitor: -1.1
  eLon inh: -9.7
38) Cc1[nH]nc(-c2ccc(O)c(C)c2O)c1-c1cnn(-c2ccccc2)c1
  LMPTP inh: 1.6
  STEP inh: -9.3
  Scp1 inh: -1.8
  MsrA act: -8.3
  Tb MetRS inh: -0.2
  SUMO1 PPI mod: 3.7
  CendR NRP1 mod: -8.6
  DNMT1 inh: -19.8
  MsrA inhibitor: -0.3
  eLon inh: 3.4
